Compound activity as filed in PubChem BioAssay.
tim10-1 inh – growth inhibitors of tim10-1 mutant yeast, primary screen, luminescence, uHTS. S. cerevisiae tim10-1 ts strain growth, BacTiter-Glo, 24 h. inhibition, % at 20 µM. actives 2.2% (n = 330,000);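 active = inhibition of at least 40%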;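 also: mutant grown at 25 °C; 0% = DMSO wells with yeast and 100% = wells holding no yeast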
tim23-1 inh – growth inhibitors of tim23-1 mutant yeast, primary screen, luminescence, uHTS. inhibition, % at 20 µM. S. cerevisiae tim23-1 growth, BacTiter-Glo luminescence, 24 h. actives 1.3% (n = 330,000);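 active = growth inhibition of the mutant yeast at or above 50%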;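 also: temperature-sensitive mutant grown at 25 °C; plate controls were DMSO-treated mutant yeast for no effect and medium wells lacking yeast for full effect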
APJ antag – antagonists of human apelin receptor APJ, primary screen, CHO-K1 cells, beta-arrestin complementation, luminescence; P35414; inhibition, % at 20 µM; actives 0.32% (n = 330,000); AID 2521, 2010;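 active = inhibition above about 40% at 20 µM, limit read from the data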;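 also: cells challenged with 10 nM apelin-13 agonist together with compound; plate controls were apelin-13 plus DMSO wells for no effect and DMSO wells lacking apelin-13 for full effect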
Target sequence (P35414 whole entry, looked up): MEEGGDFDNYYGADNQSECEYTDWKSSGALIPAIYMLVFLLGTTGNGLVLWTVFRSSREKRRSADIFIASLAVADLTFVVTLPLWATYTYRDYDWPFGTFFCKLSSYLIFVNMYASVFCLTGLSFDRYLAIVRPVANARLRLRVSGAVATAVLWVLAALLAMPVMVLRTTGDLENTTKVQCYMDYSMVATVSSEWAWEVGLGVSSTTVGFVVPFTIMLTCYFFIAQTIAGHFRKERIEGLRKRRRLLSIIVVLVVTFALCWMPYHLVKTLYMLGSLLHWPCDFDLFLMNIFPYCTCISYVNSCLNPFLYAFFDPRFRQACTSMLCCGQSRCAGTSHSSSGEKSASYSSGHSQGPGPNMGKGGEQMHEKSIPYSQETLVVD
MIN6 prolif – inducers of MIN6 beta-cell proliferation, primary screen, ATP luminescence, uHTS. MIN6 cells proliferation, ATPlite luminescence, 48 h; cells starved in 0.2% serum; 100% = growth in 10% serum. proliferation, % at 10 µM. actives 0.29% (n = 330,000). AID 2380, 2010;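 active = compounds whose signal lies at least 3.5 SD above the mean of all wells on their plate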;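 also: 0% = DMSO-treated cells in low-serum medium and 100% = 10% serum control; some compounds called inactive have numbers as strong as hits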
APJ agonist – agonists of human apelin receptor APJ, primary screen, CHO-K1 cells, PathHunter beta-arrestin, luminescence. activation, % at 20 µM. P35414. actives 0.11% (n = 330,000). 0% DMSO wells, 100% apelin;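 active = activation more than six SD over the plate average, tested at 20 µM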;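 also: 0% = DMSO alone and 100% = apelin-13 at 10 nM; some results filed as inactive read as strong as hits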
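system = engineered CHO-K1 APJ arrestin reporter cells | input = 1000 cells per well | timing = overnight seeding, 90 min compound at 25 °C, 1 h detection | measured by = enzyme-fragment complementation luminescence | read-out = beta-arrestin recruitment to APJ as agonist activity, luminescent signal | control set = negative DMSO alone, positive Apelin-13 at 10 nM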
MPTP block – mitochondrial permeability transition pore inhibitors, primary screen, biochemical, isolated mouse mitochondria, absorbance. actives 1.4% (n = 360,000). AID 602449, 2012. Ca2+ swelling absorbance, 30 min. inhibition, % at 10 µM;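 active = inhibition of 50% or more, scaled per plate between neutral and stimulator controls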;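 also: 0% = DMSO wells given calcium and 100% = 1 mM EGTA wells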
NR3A LBD binder – binders of NR3A ligand-binding domain, primary screen, biophysical, differential scanning fluorimetry, uHTS; actives 2.5% (n = 340,000); AID 1259313, 2017; NR3A LBD differential scanning fluorimetry, Tm shift; 0% = protein alone, 100% = glycine-bound protein; Tm shift relative to glycine control, % at 25 µM;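 active = melting temperature shift of at least 10% of the positive control shift, at one fixed dose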
NALP3 yeast inh – NALP3 inflammasome inhibitors in reconstituted yeast, primary screen, luminescence, uHTS. Yeast reconstituted NLRP3/ASC/caspase-1, beta-gal luminescence, 24 h. inhibition, % at 10 µM. AID 2825, 2010. actives 0.39% (n = 330,000);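 active = inhibition of 50% or more; inactive = inhibition below 50%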;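 also: plate controls were induced DMSO wells for no effect and uninduced yeast grown without galactose for full effect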
TIM10 inh – growth inhibitors of isogenic TIM10 control yeast, primary screen, counter-screen for tim10-1 yeast inhibitor project, luminescence, uHTS | S. cerevisiae TIM10 strain growth, BacTiter-Glo luminescence, 24 h | inhibition, % at 10 µM | actives 1.4% (n = 330,000) | AID 463195, 2010;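 active = inhibition of 40% or more at the single tested concentration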;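 also: wild-type TIM10 isogenic control strain grown at permissive 25 °C; 0% = DMSO yeast wells and 100% = minimal medium wells without yeast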
* marks the source's active call; other numbers are inactive results; · = no result given.

SMILES	tim10-1 inh	tim23-1 inh	APJ antag	MIN6 prolif	APJ agonist	MPTP block	NR3A LBD binder	NALP3 yeast inh	TIM10 inh
CN(CCCNC(=O)COc1cc(=O)n(C)c2ccccc12)Cc1ccccc1	-6	17	-13	-4	-4	-1.1	0	3	-8
COC(=O)[C@H]1C[C@@H]1[C@H](N)c1ccccc1	-5	17	22	-7	7	-1.2	4	8	3
Cc1csc(SC(C)C(=O)Nc2ccc3c(c2)OCCO3)n1 (stereo unspecified)	12	-6	19	-1	-1	0.2	1	4	-1
Cc1nnc(NC(=O)CSc2nnnn2Cc2ccccc2)s1	-3	9	3	-1	3	-1.4	-2	7	-1
CCOC(=O)C1=C(CN2CCc3ccccc32)NC(=O)NC1c1ccc(Cl)cc1 (stereo unspecified)	24	14	-17	-6	-1	0.2	-1	-2	9
CCOC(=O)Cc1csc(NC(=O)c2ccc(Cl)s2)n1	-12	41	1	-2	0	4.3	2	63*	-14
C=CCNC(=O)NC(=O)Cn1c(=O)c2c(ncn2CC)n(Cc2ccccc2)c1=O	10	4	6	-4	0	-0.4	-2	10	-2
CCOC(=O)C1CCN(S(=O)(=O)c2ccc3c4c(cccc24)C(=O)N3CC)CC1	9	22	-1	-3	-3	-1.9	1	16	9
COc1ccc(OC)c(NC(=O)NC2CCCc3ccccc32)c1 (stereo unspecified)	5	1	5	-2	-3	0.2	-1	12	22
CCOc1ccc(/C=N/NC(=O)c2cc3c(OC)cc(OC)c(OC)c3[nH]2)cc1	32	36	-27	3	3	-0.7	6	4	-1
O=C(O)c1cnn(-c2nc(-c3cccc([N+](=O)[O-])c3)cs2)c1C(F)(F)F	12	11	10	-2	-3	-0.4	1	2	-10
COC(=O)c1ccccc1NC(=O)CSc1ccc(C)cc1	31	29	10	7.3*	-4	0.9	0	10	34
CCCc1[nH]n(-c2ccc(F)cc2)c(=O)c1C=NCC1CCCO1 (stereo unspecified)	0	1	1	-4	-4	-1.6	1	14	-10
CN1CCOCCOc2ccccc2OCCOCC1	2	12	14	-2	1	-2.3	2	13	58*
CCCn1c2ccc(C)cc2c2n[nH]c(=S)nc21	46*	48	7	-2	-4	-0.4	2	19	17
COc1ccc(-n2cnc3cc(NS(=O)(=O)c4ccc(C)cc4)ccc32)cc1	3	25	2	-4	-1	8.9	·	25	16
O=C(CSc1ccc([N+](=O)[O-])cc1)Nc1ccccc1N1CCOCC1	3	14	4	2	0	-1.8	4	6	7
C/C(=N\NC(=O)c1ccncc1)c1cccnc1	6	13	-8	-4	0	0.2	2	18	5
COC(=O)CN(c1cc([N+](=O)[O-])ccc1OC)S(C)(=O)=O	-8	13	19	-1	1	-0.2	0	-7	-7
S=c1[nH]nc(COc2cccc3ccccc23)n1Cc1ccccc1	14	11	-15	-6	4	6.0	-12	44	16

No new results follow: entries from further up.
SMILES	tim10-1 inh	tim23-1 inh	APJ antag	MIN6 prolif	APJ agonist	MPTP block	NR3A LBD binder	NALP3 yeast inh	TIM10 inh
O=C(O)c1cnn(-c2nc(-c3cccc([N+](=O)[O-])c3)cs2)c1C(F)(F)F	12	11	10	-2	-3	-0.4	1	2	-10
COC(=O)c1ccccc1NC(=O)CSc1ccc(C)cc1	31	29	10	7.3*	-4	0.9	0	10	34
CCCc1[nH]n(-c2ccc(F)cc2)c(=O)c1C=NCC1CCCO1 (stereo unspecified)	0	1	1	-4	-4	-1.6	1	14	-10

Next section
SMILES	tim10-1 inh	tim23-1 inh	APJ antag	MIN6 prolif	APJ agonist	MPTP block	NR3A LBD binder	NALP3 yeast inh	TIM10 inh
CSc1ccc(/C=C(\NC(=O)c2ccccc2)C(=O)NN)cc1	21	17	-17	-1	8	2.2	-1	7	14
CCc1nnc(NC(=O)CN2CCN(c3ccccc3OC)CC2)s1	2	22	10	2	-4	-0.3	0	0	13
Cc1n[nH]c(C)c1S(=O)(=O)N(CC(=O)NC1CCCC1)c1ccc(C(C)C)cc1	13	-5	4	-3	0	-1.1	-2	-2	5
Cc1cc(C)cc(NC(=O)N2CCNC(=O)C2CC(=O)Nc2cc(Cl)ccc2Cl)c1 (stereo unspecified)	5	10	-6	-3	20	0.4	-8	6	11
Cc1cc(C)n2nc(SCC(=O)c3cccs3)nc2n1	13	-3	17	-1	-1	-1.5	0	-7	15
CCCCNC(=O)NS(=O)(=O)c1ccc(NC(=O)CCC(=O)c2cccs2)cc1	16	-3	0	4	0	-0.4	1	7	-17
COc1cccc(CN(C)CC(=O)NCc2ccccc2Cl)c1	19	11	-2	2	-3	-1.8	2	7	-3
NC(=O)c1ccccc1NC(=O)COC(=O)CSCc1cccc(Cl)c1	8	27	4	0	-1	0.1	-4	7	3
COc1ccc(NC(=O)CN(C)C(=O)c2cc3c(s2)CCCCC3)cc1	12	29	0	-3	0	-1.1	2	19	-10
O=C(NCC(=O)N1CCN(S(=O)(=O)c2ccccc2)CC1)c1ccc(Br)o1	9	6	-60	-1	-1	-1.3	0	9	-13

Sorted by value in APJ antag (falling): three from the list above.
Molecule	APJ antag
Cc1cc(C)n2nc(SCC(=O)c3cccs3)nc2n1	17
COc1ccc(NC(=O)CN(C)C(=O)c2cc3c(s2)CCCCC3)cc1	0
COc1cccc(CN(C)CC(=O)NCc2ccccc2Cl)c1	-2

More results follow:
SMILES	tim10-1 inh	tim23-1 inh	APJ antag	MIN6 prolif	APJ agonist	MPTP block	NR3A LBD binder	NALP3 yeast inh	TIM10 inh
O=C(NC1CCN(S(=O)(=O)c2ccccc2)CC1)C1CCCCC1	13	15	13	-4	-1	0.7	1	8	15
COc1cc(NC(=S)N2CCC(C(N)=O)CC2)cc(OC)c1	4	8	-12	0	-2	0.6	4	4	-1
Cc1ccc2cc(C)c(SCC(=O)Nc3ccc(S(=O)(=O)N4CCCC4)cc3)nc2c1	32	29	-6	-2	0	2.0	1	2	18
C#CC1(NC(=O)NC(=O)c2c(F)cccc2F)CCCCC1	20	22	-2	-2	-1	3.9	1	5	26
CC(C)(C)CC(=O)Nc1cc(S(=O)(=O)N2CCCCCC2)ccc1Cl	37	25	-2	-4	-3	1.5	-1	19	15
Cc1cccc(C(=O)c2ccccc2C(=O)O)c1O	-21	18	10	1	-6	0.3	1	-4	-11
Cc1ncsc1CCOC(=O)C1C2CC3CC(C2)CC1C3 (stereo unspecified)	20	-12	0	-3	-2	25	0	-6	-13
O=C(O)CCCC(=O)Nc1ccc(C(=O)N2CCCCC2)c(Cl)c1	2	11	2	-2	10	1.6	3	10	15
CN(C)C(=O)CCc1ccc2c3c([nH]c2c1)[C@]1(C)[C@@H](C(=O)N2CCOCC2)C[C@H](CC(=O)NCCC2=CCCCC2)C(=O)N1CC3	2	17	·	·	·	0.5	0	·	1
O=C(Cn1c(=O)oc2cc(S(=O)(=O)N3CCCCCC3)ccc21)NC1CCCCC1	-27	-20	11	-1	-1	-1.4	2	4	-28
O=[N+]([O-])c1cc([N+](=O)[O-])c(Oc2cncc(Cl)c2)cc1NC1CCCCCCC1	15	19	2	-8	0	-1.9	-2	-4	14
Cc1cc(=O)oc2cc(OCC(=O)NCc3ccncc3)ccc12	3	6	6	1	1	-1.4	-2	17	2
COc1ccc(-c2cc(COc3ccccc3)on2)cc1	-19	18	-23	0	0	-0.8	-6	45	2
CC(C)OC(=O)CC(=O)CSc1nc2c(cc1C#N)CCC2	27	2	-10	-2	-3	-1.8	2	-4	-9
COc1ccc(C(=O)NCCc2c[nH]c3ccccc23)cc1[N+](=O)[O-]	-6	-5	1	0	-1	0.6	25*	22	5
CCC(=O)N1N=C(c2cccc(NS(C)(=O)=O)c2)CC1c1cccs1 (stereo unspecified)	0	5	-6	0	-4	0.1	-8	-5	6
N#CC(C#N)=CNc1cccnc1	-9	9	-11	1	-2	1.0	0	19	-6
COc1ccc(OC)c(CN2CCN(CC(=O)Nc3ccccc3C(=O)NC3CC3)CC2)c1	-14	-2	-5	2	0	-1.9	1	25	-4
Brc1ccc(-c2nnc(Cc3ccccc3)o2)cc1	12	18	-5	-3	-2	3.7	0	33	20
Cn1c(SCc2cccc(F)c2)nnc1-c1ccccn1	33	24	9	-3	-1	-1.2	-2	13	-13
Cc1ccc(NC(=O)c2sccc2-n2cccc2)c(C)c1	26	19	-14	-4	-4	0.9	2	20	7
O=C(O)c1cc(-c2ccncc2)nc2ccc(S(=O)(=O)N3CCOCC3)cc12	5	9	7	-2	3	0.0	0	6	-20
CCN(CC(=O)Nc1c(F)cccc1F)C(=O)CNC(=O)c1cccs1	1	5	6	-3	-5	-0.7	0	1	0
O=C(Cn1cc(C(=O)c2ccco2)c2ccccc21)NC1CC1	0	-5	-6	3	-5	-3.5	-2	5	5
COc1ccc2c(CC(=O)N(C)CC3COc4ccccc4O3)coc2c1 (stereo unspecified)	22	33	8	0	0	2.5	-3	21	24
COc1cccc(Cn2nc(C(=O)O)c3ccccc3c2=O)c1	10	7	7	0	-2	0.2	1	10	-23
C=CCc1cccc(CNc2nc3ccccc3n2CCN2CCOCC2)c1O	22	12	-24	-4	-4	-0.1	-3	14	30
C=CCSc1nnc(NC(=O)C2CC(=O)N(c3ccc4c(c3)OCCO4)C2)s1 (stereo unspecified)	6	17	-1	-3	-3	-0.3	1	-6	5
Cc1ccc([N+](=O)[O-])cc1N/C=C1\CCc2ccccc2C1=O	12	-9	-12	-3	13	0.9	-2	7	-11
Cc1c(C(=O)N2CCCC2)sc(NC(=O)c2ccccc2)c1C#N	16	26	1	-2	-2	1.2	-1	1	-11
COCCNC(=O)C(C(=O)c1ccc(F)cc1)n1cc(C)ccc1=O (stereo unspecified)	16	5	9	0	-2	0.9	3	17	6
CC(=O)Nc1ccn(Cc2c(F)cccc2Cl)n1	17	8	-11	-3	2	0.1	0	1	-16
Cc1c(C(=O)NC2CCOC2)oc2c(F)cccc12 (stereo unspecified)	-7	2	-42	0	6	-1.7	-1	4	5
COc1ccc2oc(=O)c(N3C(=O)c4ccccc4C3=O)cc2c1	-6	-5	4	-1	-6	0.7	-1	15	2
CCOc1ccc(NC(=O)CC2NCCNC2=O)cc1 (stereo unspecified)	4	-2	-19	1	-4	-0.3	3	-5	8
Cc1cc(/C=N/NC(=O)Cn2c3ccccc3c(=O)c3ccccc32)c(C)n1-c1ccccc1	13	11	21	0	-2	-1.2	3	10	16
O=C(CSc1ccccc1)N1CCc2ccccc21	0	24	-10	-2	-2	1.0	2	40	0
CCSC1=NCCN1C(=O)c1ccc(S(=O)(=O)N(CC)CC)cc1	19	0	14	4	-2	2.3	0	9	7
CCCC(=O)Oc1ccc(C2NC(=O)c3ccccc3O2)cc1OC (stereo unspecified)	28	26	4	-1	1	2.2	1	-21	6
CCn1c(SCc2cccc(F)c2)nc2c(c1=O)SCC2	15	4	9	0	-4	1.2	-2	3	-10
CCOc1ccc(-n2c(SCC(=O)Nc3ccc(C(=O)O)cc3)nc3ccccc3c2=O)cc1	1	18	-2	-3	-4	1.6	8	11	7
CCOC(=O)CC1C(=O)NCCN1C(=S)Nc1ccccc1 (stereo unspecified)	13	14	-17	-1	3	-1.2	-1	1	-5
O=C(CNC(c1ccccc1)c1ccccc1)Nc1ccccc1-c1ccccc1	27	19	-3	0	3	2.4	17*	16	-3
COc1ccc(-c2nc3n(n2)C(c2ccncc2)C(C(N)=O)=C(C)N3)cc1 (stereo unspecified)	14	-2	-34	2	-3	-0.7	-1	12	-5
